Compound activity (PubChem)
DENV2 CPE rescue: DENV2-induced cell death inhibition. CPE inhibition, % at 9.99 µM. DENV2-infected cells, cytopathic effect rescue, plate reader. 350,000 tested, 1.7% active; in the data active = CPE inhibition above about 20%, passing the limit was not always enough; inconclusive = no clear call, values can overlap the other calls; tested in BHK-21 cells;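 also: 0% = median of neutral control wells and 100% = median of positive control wells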
FN deposition inh: fibronectin deposition inhibition; AH1F fibroblasts, Alexa488-fibronectin deposition fluorescence, overnight; inhibition, % at 12.6 µM; 350,000 tested, 0.086% active; AID 743247;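 active = mean inhibition across replicates of 30% or more, regardless of how many single replicates reach that level; inconclusive = mean under 30% yet at least half of replicates reach 30%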;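 also: positive control wells lacked labelled fibronectin entirely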
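Measured by – fluorescence 485/525 nm · System – AH1F fibroblast monolayer, labelled fibronectin deposition · Amount – 10000 cells per well · Buffer or medium – serum-reduced DMEM (2% serum) · Doses – single dose, pinned · Also added – fluorescent fibronectin at 24 nM final · Schedule – 1 h cell attachment, overnight exposure to compound and label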
EWS-Fli block: inhibitors of EWS/Fli oncoprotein transcriptional activity; A673 NR0B1-luciferase reporter, viability-normalised; 350,000 tested, 0.67% active; AID 651661; inhibition, % at 12.6 µM;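 active = mean inhibition of at least 50% after viability correction, with every replicate also passing that limit; inconclusive = mean reaches 50% but only one of two replicates passes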;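 also: firefly luciferase signal divided by Alamar Blue viability fluorescence both relative to DMSO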
PAX8 reporter: inhibitors of PAX8 transcriptional activity in RMG-I cells; 360,000 tested, 1.2% active; RMG-I TPO-luciferase reporter, SteadyGlo, 24 h; inhibition, % at 12.6 µM; AID 652154;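 active = mean replicate inhibition at least 60% with every replicate also reaching 60%; inconclusive = only one of the two criteria is met; inactive = mean below 60% and not all replicates reaching 60%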;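 also: luciferase light reporting Pax8 driven TPO promoter activity; plate controls were median of neutral control wells for no effect and mitoxantrone controls for full effect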
miR122 inh: blocks miR-122 activity in Huh7 sensor cells | Huh7 miR-122 Renilla luciferase sensor, 48 h; neutral wells = 0, positive control = 100 | AID 602342 | activation (reporter increase), % at 12.5 µM | 340,000 tested, 0.3% active;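 active = mean replicate activation score at least 90 and every replicate individually at or above 90; inconclusive = only one of the two criteria met; inactive = neither criterion met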;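 also: higher luciferase means less miR-122 activity so hits act as miR-122 inhibitors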
F508del corr: correctors of CFTR F508del function in bronchial epithelial cells; activity (quench increase), % at 7.58 µM; CFBE cells, YFP halide quenching; stimulated with forskolin plus potentiator P3; % fluorescence drop versus neutral controls; 350,000 tested, 0.36% active;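 active = mean added fluorescence quench of at least 8% versus neutral control, with both replicates also reaching 8%; inconclusive = only one of the mean or replicate conditions met; inactive = mean below 8% and not both replicates reaching 8%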;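 also: cells transiently co-express mutant CFTR-F508del with the halide-sensitive YFP; corrector assay measuring rescue of mutant channel to the surface after 24 h compound exposure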
GSIS activator: primary screen for activators of insulin secretion dependent on glucose, INS-1E cells, GLuc reporter luminescence; INS-1E GLuc reporter insulin secretion, 2-3 h; activation, % at 16.6 µM; 370,000 tested, 0.61% active; AID 743287;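 active = lowest replicate activation of at least 40%, so every replicate reaches that level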;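 also: 0% = median of neutral control wells and 100% = median of IBMX positive control wells; some compounds called inactive have numbers as strong as hits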
The depositor's hits bear a star; ? = inconclusive; . = not tested or not shown; [ ] = remark or other dose. Compounds were not picked by outcome. About 3.9% of those tested had a hit in this group.

SMILES	DENV2 CPE rescue	FN deposition inh	EWS-Fli block	PAX8 reporter	miR122 inh	F508del corr	GSIS activator
CCn1c(SC(C)C)nnc1-c1c[nH]c2ccccc12	9	-2	-19	7	2	0.4	-5
CCOC(=O)c1c(NC(C)=O)sc2c(O)c(Br)cc(Br)c12	.	-5	.	-22	.	.	1
O=C(NCC1CCN(C(=O)C(=O)c2cc3ccccc3o2)CC1)c1ccc2c(c1)OCC2	-2	9	4	-3	.	2.2	.
CCCC#Cc1ccc([C@H]2[C@@H](CO)N3C(=O)CN(C(=O)NCCC)C[C@@H]23)cc1	-8	.	-1	-2	.	2.1	3
NC1=NC(=O)/C(=C\c2ccc(-c3ccc(Cl)cc3)o2)S1	-6	1	-29	9	1	0.1	1
COCCNC(=O)C1(C)CCCN(Cc2ccc(-n3ccnc3)cc2)C1 (centres undefined)	0	6	-1	2	2	-1.5	12
CCOC(=O)C1CCN(C(=O)CCn2c(=O)c3cccn3c3cccnc32)CC1	3	-7	6	3	-3	1.0	11
N#CCN1CCN(CC(=O)Nc2cccc3ccccc23)CC1	.	4	.	-6	-7	.	.
COc1ccc(CNC(=O)Nc2nc(C(N)Cc3ccc(F)cc3)cs2)cc1 (centres undefined)	-2	-2	10	0	-6	1.4	14
COC(=O)c1ccc2c(=O)n(Cc3ccc(C(=O)NCCCN4CCOCC4)cc3)c(=S)[nH]c2c1	4	4	-11	-17	-3	-5.3	26
CCOc1ccc(CNC(=O)Cn2nc(C)n3nc(-c4ccccc4)cc3c2=O)cc1	-4	5	.	-13	-2	3.9	-4
CO[C@@H]1CN(C)C(=O)c2cc(NC(C)=O)ccc2OC[C@@H](C)N(C(=O)CC2CC2)C[C@H]1C	27*	.	0	.	-13[16.7 µM]	2.3	.
Cc1ccc2cccc(OCC(=O)Nc3ccc(N4CCOCC4)cc3)c2n1	.	-2	-11	6	.	0.6	-4
COc1ccc(C2=NN(C(=O)C(O)c3ccccc3)C(O)(C(F)(F)F)C2)cc1 (centres undefined)	0	8	-11	12	.	1.2	8
CCn1c(SCC(=O)c2ccc(NC(C)=O)c(OC)c2)nnc1-c1ccc(NS(C)(=O)=O)cc1	.	-2	.	-59	-4	.	5
Cc1ccc(F)cc1NC(=O)CSc1nnc(CNC(=O)c2ccco2)n1C	-9	9	-1	-4	.	1.9	-9
Cc1ccc(Nc2nnc(-c3ccc(N4CCOCC4)c([N+](=O)[O-])c3)c3ccccc23)cc1	0	3	0	13	.	-4.1	3
CCn1cc(C(=O)OCc2ccc(F)cc2)c(=O)c2ccc(C)nc21	.	-2	.	.	-5	.	-1
O=C(c1ccc(Br)cc1)N1CCN(c2ccccn2)CC1	-2	-1	-7	2	3	-0.9	9
c1cc2ccc3ccc(CN4CCOCC4)c4ccc(c1)c2c34	.	1	.	.	6	.	0

Some of these compounds in order of length of the SMILES, rising.
SMILES	DENV2 CPE rescue	FN deposition inh	EWS-Fli block	PAX8 reporter	miR122 inh	F508del corr	GSIS activator
N#CCN1CCN(CC(=O)Nc2cccc3ccccc23)CC1	.	4	.	-6	-7	.	.
CCOC(=O)c1c(NC(C)=O)sc2c(O)c(Br)cc(Br)c12	.	-5	.	-22	.	.	1
COc1ccc(C2=NN(C(=O)C(O)c3ccccc3)C(O)(C(F)(F)F)C2)cc1 (centres undefined)	0	8	-11	12	.	1.2	8

Additional results follow:
SMILES	DENV2 CPE rescue	FN deposition inh	EWS-Fli block	PAX8 reporter	miR122 inh	F508del corr	GSIS activator
C/C(=N\NC(=S)Nc1ccccc1)C1Cc2ccccc2C(=O)O1 (centres undefined)	0	1	6	-23	-4	0.3	1
COc1cc(OC)c(NC(=O)/C=C/C(=O)O)cc1Cl	-2	-1	9	33	6	-1.9	-14
COC(=O)C1=C(C(=O)OC)[C@]2([C@H]3CCCCN[C@@H](Cc4ccccc4)C(=O)N3Cc3ccccc3)C=C[C@H]1O2	-18	-32	19	74*	.	0.4	0
CC(C)(C)[C@@H]1COC(=O)[C@H](Cc2ccc(F)cc2)C/C=C\C[C@@H](CC(=O)N(CCO)Cc2ccccc2)C(=O)N1	.	-4	0	7	-6	1.5	.
COc1ccc(N(CC(=O)NCCSC2CCCCC2)S(=O)(=O)c2ccccc2)cc1OC	-6	-12	-1	.	1	5.1	.
N#Cc1cccc(S(=O)(=O)NCc2nnc3ccccn23)c1	-5	2	3	-7	-8	-1.8	22
CCCn1c(=N)c(S(=O)(=O)c2ccccc2)cc2c(=O)n3ccccc3nc21	-1	15	-2	14	.	2.2	9
Cc1ccc(S(=O)(=O)N2CCC(C(=O)NNC(=O)c3ccccc3O)CC2)cc1C	7	13	7	33	.	2.6	-2
COc1cc(CNCc2ccc(SC)cc2)cc(OC)c1	?	-4	6	0	.	1.1	-11
COc1ccc(/C=C/C(=O)c2ccc[nH]2)cc1OC	.	1	.	-154	-6	.	28
COc1ccc(S(=O)(=O)N2CCCC(C(=O)NCCC(C)C)C2)cc1 (centres undefined)	0	0	19	2	1	0.8	-2
O=C(NCc1ccccc1)c1cc[n+]([O-])cc1	6	8	7	-4	.	-0.7	15
CCN(CC)S(=O)(=O)c1ccc(Cl)nc1	-3	7	-7	-4	1	1.5	15
Cc1cc(C(=O)c2cnc(/N=C/N(C)C)s2)c(F)cc1Cl	.	-9	-7	-4	.	1.8	-12
C[C@@H]1ON(C)[C@H]2C[C@H]3c4[nH]c5c(-c6ccccc6F)cccc5c4CCN3C(=O)[C@@H]12	-3	12	1	8	.	2.2	-40
CN(C)C(=O)c1ccc(-c2cccc(-c3nc(C(=O)NC4CCCC4)cc4c3[C@H](CCO)N([S@@](=O)C(C)(C)C)C4)c2)cc1	-1	9	11	18	.	-1.2	17
COc1ccc(-c2ccc(SCC(=O)Nc3cccc(C(C)=O)c3)nn2)cc1OC	2	25	-37	-49	1	0.0	27
O=C(O)c1nn2c(C(F)(F)F)cc(-c3cccs3)nc2c1Cl	-5	-8	-7	-7	.	.	3
Cn1nc(-c2ccc(Cl)cc2)c2cc(C(=O)NC3CC3)sc21	6	13	11	10	0	-7.9	5
O=C(Nc1cccc(-c2cn3ccccc3n2)c1)c1cc2ccccc2oc1=O	15	.	-78	.	-9	-2.0	1
CCC(C)(C)NC(=O)CN(C(=O)CCC(=O)Nc1nccs1)c1ccc(C)cc1	2	-6	2	15	-5	2.1	-9
CCCCCSc1nnc(-c2ccccc2NC(C)=O)c(=O)[nH]1	6	-8	-4	-25	.	1.4	-4
CCCc1n(CC(O)COCc2ccccc2)c2ccccc2[n+]1C (centres undefined)	-2	-15	4	-3	.	-0.6	3
NC(=O)C1CCN(C(=O)c2ccc(-c3ccccc3Cl)o2)CC1	5	4	-78	-176	2	1.8	54
C[C@@H]1CCCCO[C@H](CN(C)Cc2ccc(Cl)c(Cl)c2)[C@@H](C)CN([C@H](C)CO)C(=O)c2cc(NC(=O)c3ccncc3)ccc2O1	-4	-4	-9	2	6[16.7 µM]	1.4	-15
O=C(COc1ncnc2cc([N+](=O)[O-])ccc12)NCCc1ccc(Cl)cc1	2	.	2	21	.	2.6	-17
Cc1cccc(C)c1NC(=O)CN(C)S(=O)(=O)c1ccc(-c2ccc(=O)[nH]n2)s1	6	-11	-4	33	1	1.9	3
Cc1c(C(=O)OCC(=O)N2CCCC2=O)oc2ccccc12	-1	-4	3	-13	2	-0.5	18
O=C(Nc1ccc(Cl)cc1)c1cccnc1N1CCCCC1	.	11	.	.	7	.	-29
Cc1occc1-c1nnc(SCC(=O)Nc2ccccc2)n1C	-6	.	-1	5	-2	-1.4	6
Cc1ccccc1OCC(=O)Nc1ccccc1NC(=O)c1ccco1	-3	-4	-7	10	1	3.0	28
c1csc(-c2cc(N3CCCCC3)c3ccccc3n2)c1	2	-8	0	-5	-7	-0.3	19
CN(Cc1cccc(Cl)c1Cl)C(=O)c1ccc(NC(=O)CC#N)cc1	0	0	?	-14	.	.	.
CO[C@@H]1CN(C)C(=O)c2ccc(NC(=O)Nc3ccc4c(c3)OCO4)cc2OC[C@@H](C)NC[C@@H]1C	-10	.	-81	-69	.	3.5	3
O=C(CSc1ccccc1)NCc1ccc(F)cc1	0	7	-67	-20	.	-2.0	-8
CCOC(=O)N1CCN(C(=O)c2ccc(C)c(S(=O)(=O)N3CCCCC3)c2)CC1	-1	-5	-3	3	-1	-0.5	-5
CCn1cnc2c1c(=O)n(CC(=O)NCC(C)C)c(=O)n2Cc1ccccc1	-10	2	13	7	-3	-0.7	8
COc1ccc(NC(=O)c2cc(S(=O)(=O)N(Cc3ccccc3)c3ccccc3)ccc2Cl)cn1	?	13	7	16	.	-2.0	-11
COc1ccc2sc(N(CCCN(C)C)C(=O)c3ccc(S(=O)(=O)N4CCc5ccccc5C4)cc3)nc2c1	1	3	46	.	.	-9.6	-8
C=CCN1C(=O)c2n[nH]c(COC)c2C1c1cccc(C(F)(F)F)c1 (centres undefined)	-6	-5	-22	-15	.	-2.1	15
CCc1nc2c(OCc3ccc(Cl)cc3)cccn2c1N(C)C(=O)c1ccc2c(c1)OCO2	-2	.	0	6	-3	1.5	.
Cc1ccc(S(=O)(=O)N(C)CC(=O)Nc2nnc(CC(C)C)s2)cc1	2	3	-6	2	.	2.8	0
CCOC(=O)CCCCCC(=O)Nc1ccc2c(c1)CC(=O)N([C@H](C)CO)C[C@H](C)[C@H](CN(C)S(=O)(=O)c1ccc(OC)cc1)O2	0	2	19	-13	0	-2.4	-19
Cc1ccc(C(=O)N[C@H](C(=O)Nc2sccc2C(N)=O)C(C)C)cc1	?	-4	-5	-7	-2	0.0	19
CCC(CC)CN1CCC(CN2C(=S)NC[C@@H]2[C@@H](C)CC)CC1	-4	3	-7	23	0	-2.6	-8
CN(C)CC(=O)N1[C@@H]2c3ccc(C4=CCCCC4)c(=O)n3C[C@@H]2[C@@H](CO)[C@@H]1C(=O)Nc1nccs1	1	-6	4	-1	.	.	3
O=C(NCC1CC1)c1ccc(Nc2nc3ccc(Br)cc3[nH]2)cc1	14	-3	0	7	16	-0.4	-33
Fc1ccc(NC(=S)N2CCOCC2)cc1Cl	.	2	-2	3	6	1.7	-58
CCOC(=O)c1ccc(NC(=O)N2CCN(C(=O)C3CCCO3)CC2)cc1 (centres undefined)	0	2	0	-4	.	0.2	1
CCN(CC)CCN(C(=O)CCS(=O)(=O)c1ccccc1)c1nc2c(C)cc(C)cc2s1	-1	3	.	17	-1	-2.1	-9
Cc1ccc(CN2CCN(Cc3ccc4cccc(F)c4n3)CC2CCO)cc1 (centres undefined)	1	2	-43	6	5	3.2	-7
COc1ccc(-c2ccccc2[C@H]2[C@@H](CO)N(C(=O)NC3CCCC3)[C@H]2C#N)cc1	9	-3	-14	.	.	1.6	-15
CN(C)S(=O)(=O)c1ccc(C(=O)Nc2ccnn2C2CCCCC2)cc1	.	5	.	7	-3	.	.
C[C@H]1CN([C@@H](C)CO)C(=O)c2cc(N(C)C)ccc2O[C@H]1CN(C)C	-8	.	10	7	0[16.7 µM]	-2.2	.
C[C@H](CO)N1C[C@H](C)[C@H](CN(C)C(=O)CN(C)C)Oc2ncc(C#Cc3ccncc3)cc2C1=O	-1	-15	-3	.	-4[16.7 µM]	-3.2	1
CCO[C@@H]1OC(C(=O)NCc2nc3ccccc3[nH]2)=C[C@H](c2cn(C(C)=O)c3ccccc23)[C@H]1CCCO	-6	-11	11	28	-10	0.6	-16
O=S(=O)(Nc1ccc(Cl)cc1NS(=O)(=O)c1ccccc1)c1ccccc1	4	7	-15	-13	13	4.2	-40
CCC(=O)N[C@@H]1CC[C@H](CCn2cc(CN(C)C)nn2)O[C@@H]1CO	-4	-8	-6	-12	.	1.1	15
O=C(c1c[nH]c2ccccc12)N1CCN(Cc2ccccc2)CC1	-1	-1	3	14	1	2.1	4
O=C(CSc1nc(=O)n(CCN2CCOCC2)c2c1CCC2)Nc1ccc(OC(F)(F)F)cc1	-7	-6	11	8	.	4.3	-33
